# Source: PubChem BioAssay (several laboratories)
# CHT PAM = CHT positive allosteric modulators, primary screen, cell-based, membrane potential dye, choline EC20; B-score at 10 µM; CHT-expressing cells; active compounds read high; LV-AA mutant CHT in HEK293 cells; High affinity choline transporter 1 (Homo sapiens), Q9GZV3; 310,000 tested, 0.49% active; AID 488977, 2010;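 active = initial fluorescence not abnormally high and integrated response B-score, plate-corrected, over 3 SD above library mean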
# Target sequence (Q9GZV3 whole entry, looked up): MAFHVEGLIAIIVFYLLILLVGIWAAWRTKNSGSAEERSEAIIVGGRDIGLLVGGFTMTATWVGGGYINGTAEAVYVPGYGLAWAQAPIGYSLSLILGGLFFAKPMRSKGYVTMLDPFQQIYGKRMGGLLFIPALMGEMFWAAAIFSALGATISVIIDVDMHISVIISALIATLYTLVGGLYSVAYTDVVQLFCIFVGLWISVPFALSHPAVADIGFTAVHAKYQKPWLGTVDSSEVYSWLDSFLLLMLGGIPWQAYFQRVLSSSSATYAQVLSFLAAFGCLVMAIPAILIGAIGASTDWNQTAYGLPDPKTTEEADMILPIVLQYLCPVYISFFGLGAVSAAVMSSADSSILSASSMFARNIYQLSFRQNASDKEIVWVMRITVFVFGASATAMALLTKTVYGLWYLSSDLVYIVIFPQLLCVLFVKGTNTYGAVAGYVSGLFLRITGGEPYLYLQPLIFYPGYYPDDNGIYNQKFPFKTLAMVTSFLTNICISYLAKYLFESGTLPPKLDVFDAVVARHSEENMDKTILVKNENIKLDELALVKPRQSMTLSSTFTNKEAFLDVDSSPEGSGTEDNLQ
# OX1R antag-1 = antagonists of human orexin 1 receptor (OX1R); OX1R-expressing cells, FRET antagonist read-out; Orexin/Hypocretin receptor type 1 (Homo sapiens), O43613; AID 485270, 2010; 330,000 tested, 1.8% active; inhibition, % at 6.6 µM; in the data active = inhibition mostly above about 38%, no sharp cut-off; inactive = mostly below about 40%;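 note: 0% = agonist challenge alone and 100% = reference antagonist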
# Target sequence (O43613 whole entry, looked up): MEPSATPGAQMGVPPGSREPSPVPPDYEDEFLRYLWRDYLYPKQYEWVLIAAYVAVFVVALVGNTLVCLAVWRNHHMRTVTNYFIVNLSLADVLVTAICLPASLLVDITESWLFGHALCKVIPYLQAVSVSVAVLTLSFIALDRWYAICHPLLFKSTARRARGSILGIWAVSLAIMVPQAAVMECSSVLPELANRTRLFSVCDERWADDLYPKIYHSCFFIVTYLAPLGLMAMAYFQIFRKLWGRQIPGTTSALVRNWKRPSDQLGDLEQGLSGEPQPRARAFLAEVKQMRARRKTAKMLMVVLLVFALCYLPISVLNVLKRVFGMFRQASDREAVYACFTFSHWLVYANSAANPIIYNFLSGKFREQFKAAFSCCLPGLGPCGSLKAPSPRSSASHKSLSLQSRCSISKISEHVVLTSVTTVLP
# OX1R antag-2 = OX1R (HCRTR1) antagonists, primary screen, fluorescence, CHO/OX1R cells, Fluo-8 calcium, orexin A; Orexin/Hypocretin receptor type 1 (Homo sapiens), O43613; Fluo-8 calcium fluorescence; inhibition, % at 5 µM; 330,000 tested, 0.43% active; AID 434989, 2010;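 active = inhibition above its plate's threshold, mean inhibition of all tested compounds on the plate plus 3 SD, cut at about 37% in these data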;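 note: 0% = orexin A challenge wells and 100% = SB-334867-A antagonist wells; not every result past the cut was called active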
# The depositor's hits bear a star; i = inactive; . = not tested or not shown.
1	COc1cccc(NC(=O)Cc2nnc(SCC(=O)NC3=NCCS3)n2C)c1
2	NNC(=S)NC1CCCCC1
3	Cc1cc(C)c(C#N)c(SCc2cn3ccccc3n2)n1
4	O=C(NCCN1CCCC1)C1(S(=O)(=O)c2ccc(Cl)cc2)CC1
5	O=C(c1ccc(F)cc1)N1CCN(Cc2ccccc2Br)CC1
6	CCOC(=O)c1cc2c(=O)n3ccccc3nc2n(CC2CCCO2)c1=NC(=O)/C=C/c1ccccc1 (centres undefined)

Screen / compound no.,1,2,3,4,5,6
OX1R antag-2,-11,2,-30,-16,-18,-21
OX1R antag-1,21,-2,23,1,11,119*
CHT PAM,i,i,6.5*,i,i,i

7	Cc1ccnc2nc(C(=O)OCC(=O)Nc3ccccc3C(C)(C)C)nn12
8	Cc1cc(C)n(C(=O)c2ccccc2[N+](=O)[O-])n1
9	CCCCn1c(=O)[nH]c(=O)c2c1nc(COC(=O)c1c(C)noc1C)n2CCC
10	Cc1ccc2c(c1)C(c1ccncc1)=NNC(c1ccccc1)=N2
11	CC(=O)N1CCN(S(=O)(=O)c2cccc(C(=O)Nc3ccccc3N3CCCC3)c2)CC1
12	COC(=O)Cn1ncc(N2C3CC(CC(C)(C)C3)C2C)c(Cl)c1=O (centres undefined)

Screen / compound no.,7,8,9,10,11,12
OX1R antag-2,-14,-1,-45,-28,-19,-20
OX1R antag-1,23,20,12,14,12,6
CHT PAM,i,i,i,i,i,i

13	CCOc1[nH]n(-c2ccc(Cl)cc2)c(=O)c1C=Nc1ccc(OC)cc1
14	COc1ccc(C)cc1NC(=O)c1ccccc1N(C)S(=O)(=O)c1ccccc1
15	OC(COc1ccc2ccccc2c1)CN1CCOCC1 (centres undefined)
16	Cc1cc(Oc2cc(NN3CCCCC3)c([N+](=O)[O-])cc2[N+](=O)[O-])c(C(=O)c2ccccc2)cc1Cl
17	C[C@H]1CN([C@@H](C)CO)C(=O)c2cc(NC(=O)NC3CCCCC3)ccc2O[C@H]1CN(C)C(=O)Nc1ccc(C(F)(F)F)cc1
18	CCc1ccc(NC(=O)C2(c3ccccc3)CC2(Cl)Cl)cc1 (centres undefined)

Screen / compound no.,13,14,15,16,17,18
OX1R antag-2,-17,-25,6,4,-11,52*
OX1R antag-1,23,6,6,34,8,13
CHT PAM,i,i,i,i,.,i

19	CC(C)(C)OC(=O)[C@H](CCCCN)NC(=O)c1[nH]cnc1C(=O)N[C@@H](Cc1ccccc1)C(=O)OCc1ccccc1
20	COc1cc(-c2cc(=O)c3c(O)c(OC)c(OC)cc3o2)cc(OC)c1O
21	CCOc1ccc(CSC(CC(=O)O)C(=O)O)cc1 (centres undefined)
22	COc1ccc(NC(=S)N(CCCN2CCOCC2)C(C)c2cc3ccccc3o2)cc1 (centres undefined)
23	O=C(CSc1nnc(COc2ccccc2)o1)N1CCN(c2ccccc2)CC1
24	CS(=O)(=O)c1ccccc1C(=O)Nc1nc2ccccc2[nH]1

Screen / compound no.,19,20,21,22,23,24
OX1R antag-2,-22,-28,-2,-39,-22,-9
OX1R antag-1,7,31,1,8,8,19
CHT PAM,.,i,i,i,i,i

25	CCOc1ccc(/C(O)=C2\C(=O)C(=O)N(c3cc(C)on3)C2c2ccccc2OC)cc1 (centres undefined)
26	COc1ccccc1C(=O)COC(=O)c1ccccc1O
27	Cn1cc(C(=O)O)c(-c2ccc3c(c2)OCCCO3)n1
28	COc1cnn(-c2ccc(F)cc2)c(=O)c1Br
29	CN(C)S(=O)(=O)c1cccc(NC(=O)COC(=O)c2cc3ccccc3oc2=O)c1
30	CCCCCCCN1CCC(=O)N(CCO)CC1

Screen / compound no.,25,26,27,28,29,30
OX1R antag-2,-25,-37,-3,-18,-25,-10
OX1R antag-1,10,31,-1,14,21,31
CHT PAM,i,i,i,i,i,i

31	Cc1cc(C)nc(N2CCN(c3ncnc4c3cnn4Cc3ccc(Cl)cc3Cl)CC2)n1
32	COc1cccc(NC(=O)CN(C)CC(=O)Nc2ccc(Cl)cc2[N+](=O)[O-])c1
33	Nc1nnc(SCc2nnc(-c3ccccc3)o2)s1
34	Cc1ccc(C(=O)Nc2ccccc2Sc2ccccc2)cc1
35	N/C(Cc1ccc([N+](=O)[O-])cc1)=N\OC(=O)c1ccc(Br)cc1
36	Cc1nc2c(Br)c(C)nn2c2c1CCC2

Screen / compound no.,31,32,33,34,35,36
OX1R antag-2,-6,-36,-5,-37,4,-9
OX1R antag-1,11,33,10,14,6,6
CHT PAM,i,i,i,i,i,i

37	O=C(CN1CCN(c2ccccc2F)CC1)c1c[nH]c2ccccc12
38	Cc1sc2ncn(CC(=O)NCC(=O)N(C)C3CCCCC3)c(=O)c2c1C
39	COc1ccccc1N(CC(=O)NC1CCCC1)C(=O)c1oc(C(C)(C)C)cc1C
40	NS(=O)(=O)c1ccc(CCNS(=O)(=O)c2ccc(Cl)s2)cc1
41	O=c1ccn(Cc2ccccc2)c2ccccc12
42	Cc1cc(OCC(=O)NCc2ccccn2)cc(C)c1Br

Screen / compound no.,37,38,39,40,41,42
OX1R antag-2,0,-8,41*,17,-14,-20
OX1R antag-1,33,8,52*,12,24,31
CHT PAM,i,i,i,.,i,i

# Among those listed so far, two have a thiophene ring, fused or not:
38	Cc1sc2ncn(CC(=O)NCC(=O)N(C)C3CCCCC3)c(=O)c2c1C
40	NS(=O)(=O)c1ccc(CCNS(=O)(=O)c2ccc(Cl)s2)cc1

Screen / compound no.,38,40
OX1R antag-2,-8,17
OX1R antag-1,8,12
CHT PAM,i,.

# Next section:
43	CCOc1cccc(=O)c2c(C)n(CC(=O)c3ccccc3)c(C)c12
44	O=C(NCc1ccco1)c1cccc(S(=O)(=O)N2CCCCC2)c1
45	O=c1c2cc(Cl)ccc2[nH]c(=S)n1Cc1ccco1
46	COc1ccc(OC)c(CNC(=O)CCc2nc(-c3cccs3)no2)c1
47	COc1ccc(CCNC(=O)c2n[nH]c3ccccc23)cc1
48	Cc1ccc(S(=O)(=O)N2CCOC2CNC(=O)C(=O)NCCCN2CCOCC2)cc1 (centres undefined)

Screen / compound no.,43,44,45,46,47,48
OX1R antag-2,-13,-14,-22,-23,2,-4
OX1R antag-1,8,-2,21,19,7,-9
CHT PAM,i,i,i,i,i,i

49	CCc1ccc(NC(=O)Cn2c(=O)n(CCCC(=O)NCc3ccco3)c(=O)c3ccccc32)cc1
50	COc1cc(C(=O)Nc2ccc(C(C)=O)cc2)c(Br)c(OC)c1OC
51	CCCn1c(-c2cccc(F)c2)nc2c1c(=O)[nH]c(=O)n2Cc1ccccc1
52	CCOC(=O)c1ccc(NCC(O)COc2ccccc2)cc1 (centres undefined)
53	COc1ccc(C2C(C(=O)c3ccco3)=C(O)C(=O)N2CCc2ccccc2)cc1OC (centres undefined)
54	O=C(NN1C(=O)c2ccc3c4c(ccc(c24)C1=O)CC3)c1ccc(Br)cc1

Screen / compound no.,49,50,51,52,53,54
OX1R antag-2,-23,-27,-15,-16,-19,-25
OX1R antag-1,11,26,25,11,6,23
CHT PAM,i,i,i,i,i,i

55	COc1cccc(C2c3[nH]c4ccccc4c3C[C@H]3C(=O)N(c4ccccc4C(=O)N4CCC[C@H]4C(=O)O)C(=O)N23)c1 (some centres undefined)
56	Cc1ccc(Nc2ncnc(-n3cccc3)n2)cc1Cl
57	CCC(=O)Nc1ccc2nc3c(=O)[nH]c(=S)[nH]c3nc2c1
58	CC(NC(=O)C(=O)NCCc1c[nH]c2ccccc12)c1ccccc1 (centres undefined)
59	COC(=O)C1=C(C)N(c2ccccc2)C(=S)NC1c1ccccc1C(F)(F)F (centres undefined)
60	COc1ccc(OC)c(NC(=O)/C=C/c2ccccc2[N+](=O)[O-])c1

Screen / compound no.,55,56,57,58,59,60
OX1R antag-2,-14,-22,-8,-11,-9,-6
OX1R antag-1,9,26,65*,-2,16,48
CHT PAM,i,i,i,i,i,i

# Next part, overlapping the part above by 2 compounds.
59	COC(=O)C1=C(C)N(c2ccccc2)C(=S)NC1c1ccccc1C(F)(F)F (centres undefined)
60	COc1ccc(OC)c(NC(=O)/C=C/c2ccccc2[N+](=O)[O-])c1
61	CCOC(=O)c1ccc(Nc2nc(-c3cccnc3)nc3ccccc23)cc1
62	COCc1ccccc1Cn1cnc2c1c(=O)n(C)c(=O)n2C
63	Cc1cc(C)nc(SCc2nnc(SCC(=O)Nc3ncc(C)s3)n2Cc2ccco2)n1
64	N#Cc1ccsc1NC(=O)COC(=O)c1ccc(NC(N)=O)cc1
65	Cc1occc1-c1nnc(SCCCC(=O)c2ccc(F)cc2)n1C
66	COc1ccc(C(=O)OC(C)CN2CCOCC2)cc1OC (centres undefined)

Screen / compound no.,59,60,61,62,63,64,65,66
OX1R antag-2,-9,-6,-8,-16,-33,6,-28,-1
OX1R antag-1,16,48,78*,3,13,3,44,15
CHT PAM,i,i,i,i,i,i,i,i

67	CCOc1c(C)cnc2c1c(=O)n(Cc1ccccc1Cl)c(=O)n2C
68	OC(CN1CCCCCC1)CN(c1ccccc1)c1ccccc1 (centres undefined)
69	COc1cccc2oc3ccc(C#CC4(N)CCCCC4)cc3c(=O)c12
70	O=[N+]([O-])c1ccc(Cl)c(-c2ccc(/C=N/c3c(-c4ccco4)nc4ccccn34)o2)c1
71	O=C(NCC1CCCO1)c1ccccc1 (centres undefined)
72	CC(Oc1ccc(-c2ccccc2)c(F)c1)c1ccn(S(=O)(=O)c2cccc3ccccc23)n1 (centres undefined)

Screen / compound no.,67,68,69,70,71,72
OX1R antag-2,-18,-22,-13,-9,-23,4
OX1R antag-1,16,-8,11,17,9,8
CHT PAM,i,i,i,i,i,i

73	COCCN(C(=O)c1c(C)noc1C)c1c(N)n(CC(C)C)c(=O)[nH]c1=O
74	COc1ccc(CN2CCCC(CO)(Cc3ccc(F)cc3)C2)c(OC)c1OC (centres undefined)
75	COc1ccc(S(=O)(=O)N2CCCC(C(=O)N3CCOCC3)C2)cc1Cl (centres undefined)
76	O=C(OCC(=O)N1CCc2ccccc21)c1cncc(Br)c1
77	COCC(C)NS(=O)(=O)c1ccc(C(=O)NC(Cc2ccccc2)c2ccccc2)cc1 (centres undefined)
78	COc1cc([N+](=O)[O-])cc2cc(C(=O)N3CCN=C3c3ccccc3)c(=O)oc12

Screen / compound no.,73,74,75,76,77,78
OX1R antag-2,-17,-18,-22,-23,-19,-2
OX1R antag-1,0,7,18,22,15,14
CHT PAM,.,i,i,i,i,i

# Record cards, as listed above. Order of screens: OX1R antag-2, OX1R antag-1, CHT PAM
# COCCN(C(=O)c1c(C)noc1C)c1c(N)n(CC(C)C)c(=O)[nH]c1=O across the screens: -17, 0, .
# O=C(OCC(=O)N1CCc2ccccc21)c1cncc(Br)c1 across the screens: -23, 22, i
# COc1cc([N+](=O)[O-])cc2cc(C(=O)N3CCN=C3c3ccccc3)c(=O)oc12 across the screens: -2, 14, i

# Next part
79	Nc1cccc(C(=O)N/N=C/c2ccsc2)c1
80	C[C@H](OC(=O)N1CCN(C(c2ccccc2)c2ccccc2)CC1)[C@@H]1O[C@@]2(C)CCC[C@H]1O2
81	COC(=O)[C@@]12CCCCN1[C@H](c1ccc(-c3ccccc3)cc1)[C@H]1C(=O)N(C)C(=O)[C@H]12
82	CCCc1nc2sc3c(c2c(=O)n1NC(=O)c1ccco1)CC(C)(C)OC3
83	CCC(=O)Nc1cc2[nH]c(=O)cc(C)c2cc1C
84	Cc1[nH]nc(SCC(=O)N2CCCC2)c1[N+](=O)[O-]

Screen / compound no.,79,80,81,82,83,84
OX1R antag-2,-5,-39,-43,-21,-1,-10
OX1R antag-1,-7,15,23,15,8,4
CHT PAM,i,i,i,i,i,i

# Looked up above.
# OX1R antag-1, Cc1cc(OCC(=O)NCc2ccccn2)cc(C)c1Br reads 31
# OX1R antag-2, CCC(=O)Nc1cc2[nH]c(=O)cc(C)c2cc1C reads -1
# OX1R antag-1, O=c1ccn(Cc2ccccc2)c2ccccc12 reads 24
# OX1R antag-1, COc1ccc(C)cc1NC(=O)c1ccccc1N(C)S(=O)(=O)c1ccccc1 reads 6
# OX1R antag-2, COc1cc(-c2cc(=O)c3c(O)c(OC)c(OC)cc3o2)cc(OC)c1O reads -28
# OX1R antag-1, Cn1cc(C(=O)O)c(-c2ccc3c(c2)OCCCO3)n1 reads -1
# OX1R antag-1, O=[N+]([O-])c1ccc(Cl)c(-c2ccc(/C=N/c3c(-c4ccco4)nc4ccccn34)o2)c1 reads 17
